Screening data (PubChem BioAssay)
Fam108B inh – blocks mouse Fam108B hydrolase in RBBP9 counter-screen. recombinant Fam108B, FP-Rh probe fluorescence polarization. inhibition, % at 9.51 µM. actives 0.33% (n = 300,000). AID 1947;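 active means inhibition above the screen mean inhibition plus 3 SD, computed separately per campaign, cut at about 18% in these data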;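 further: inhibitors lower polarization as less probe binds the enzyme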
GRK2 aptamer HTS – inhibitors of human GRK2 displacing RNA aptamer | bead flow cytometry, FAM-aptamer displacement from GRK2 | inhibition of aptamer binding, % at 10 µM | actives 0.59% (n = 330,000) | P25098;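 active means inhibition of aptamer binding above 40%, roughly 3 SD of noise, on plates passing a quality check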;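 further: median bead fluorescence of bound FAM aptamer so fluorescent compounds give negative values; no value below 0 was filed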
VLA-4 inh – inhibition in a human VLA-4 binding assay. P13612. VLA-4 expressing cells, ligand binding flow cytometry. inhibition, % (about 7 µM as worked out from the volumes in the protocol). actives 0.2% (n = 330,000). AID 2557; in the data active means inhibition above about 50%
CIT2 TOR yeast – modulators of TOR pathway CIT2-GFP in S. cerevisiae; S. cerevisiae CIT2-GFP strain, flow cytometry, 3 h; 100 means same as DMSO wells; GFP response vs DMSO, % at 10 µM; actives 0.065% (n = 320,000);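 active means GFP response relative to DMSO above a set limit, near the screen mean plus 3 SD, cut at about 150% in these data; inconclusive means Fewer than 70 cells measured for a yeast strain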;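 further: ratio of well median GFP fluorescence to mean of DMSO wells on the plate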
GLD-1 TGE inh – GLD-1-TGE RNA interaction inhibition (C. elegans). Q17339. purified GLD-1 + fluorescein TGE RNA, fluorescence polarization. inhibition, % at 5.96 µM. actives 0.44% (n = 320,000). AID 2280;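 active means percent inhibition above a per-plate cutoff, the plate mean of test compounds plus 3 SD, cut at about 30% in these data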;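 further: 0% = DMSO wells with GLD-1 and probe and 100% = wells lacking GLD-1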
AGP1-GFP MLPCN – alters AGP1-GFP fluorescence in TOR pathway yeast screen; S. cerevisiae AGP1-GFP multiplex flow cytometry, 3 h; GFP as percent of DMSO wells; GFP response vs DMSO, % at 10 µM; actives 0.02% (n = 320,000); AID 2066;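 active means GFP response relative to DMSO above a set limit, near screen average plus 3 SD, cut at about 150% in these data; inconclusive means fewer than 70 cells counted for the yeast strain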;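 further: median GFP channel fluorescence of the gated AGP1 strain per well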
MCL1 BIM primary – inhibitors of human MCL1 binding to BIM-BH3 peptide | inhibition, % at 10.9 µM | actives 0.68% (n = 320,000) | Q07820 | AID 2057 | GST-MCL1 / FITC-Bim-BH3 fluorescence polarization;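 active means inhibition above the mean inhibition of all tested compounds plus 3 SD, set per campaign, cut at about 40% in these data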;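 further: 0% = DMSO wells and 100% = unlabeled Bim-BH3 peptide control; higher means more loss of mP so more displacement of Bim peptide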
Target sequence (Q07820 whole entry, looked up): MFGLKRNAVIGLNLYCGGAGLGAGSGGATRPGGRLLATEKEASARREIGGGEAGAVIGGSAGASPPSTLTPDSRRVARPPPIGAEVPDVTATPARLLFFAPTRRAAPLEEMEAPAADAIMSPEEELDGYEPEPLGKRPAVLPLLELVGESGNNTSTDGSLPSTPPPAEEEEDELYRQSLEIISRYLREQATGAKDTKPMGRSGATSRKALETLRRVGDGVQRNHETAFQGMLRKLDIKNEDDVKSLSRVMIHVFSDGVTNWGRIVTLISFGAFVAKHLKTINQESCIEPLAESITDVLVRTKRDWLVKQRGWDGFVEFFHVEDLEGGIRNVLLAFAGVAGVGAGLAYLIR
MEX-5 binding – C. elegans MEX-5 TCR-2 RNA binding activity | Q9XUB2 | MEX-5/FITC-TCR2 RNA binding, fluorescence polarization; stronger effect = lower value | activity score (negative = inhibition of binding), % at 10 µM | actives 0.38% (n = 300,000);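 active means inhibition past about -25% in most replicates, and total fluorescence under double the plate's negative control median, limit read from the data; inconclusive means replicates evenly split on the limit, or fluorescence at least double controls; inactive means too little inhibition in most replicates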;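 further: 0% = DMSO and -100% = 5 µM competing unlabeled TCR2 RNA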
Target sequence (Q9XUB2 whole entry, looked up): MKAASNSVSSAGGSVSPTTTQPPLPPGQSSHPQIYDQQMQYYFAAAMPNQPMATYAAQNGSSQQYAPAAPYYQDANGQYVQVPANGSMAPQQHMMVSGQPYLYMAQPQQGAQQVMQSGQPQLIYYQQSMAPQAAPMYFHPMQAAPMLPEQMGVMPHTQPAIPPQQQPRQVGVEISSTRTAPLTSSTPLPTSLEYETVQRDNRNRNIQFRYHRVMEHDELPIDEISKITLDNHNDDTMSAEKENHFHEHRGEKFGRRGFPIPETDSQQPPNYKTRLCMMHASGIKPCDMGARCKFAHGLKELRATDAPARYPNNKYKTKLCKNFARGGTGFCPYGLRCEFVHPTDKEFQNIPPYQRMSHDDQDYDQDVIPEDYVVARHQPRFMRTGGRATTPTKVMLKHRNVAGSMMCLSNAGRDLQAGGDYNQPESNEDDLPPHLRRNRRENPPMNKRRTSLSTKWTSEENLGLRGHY
Bcl-xL primary – Bcl-xL (human) inhibition | Q07817 | GST-Bcl-xL / FITC-Bim BH3 peptide fluorescence polarization | inhibition, % at 10.9 µM | actives 0.7% (n = 320,000) | AID 2129;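 active means inhibition above the mean of all tested compounds plus 3 SD, cutoff set per campaign, cut at about 30% in these data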;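 further: 0% = DMSO wells and 100% = unlabeled Bim-BH3 peptide competitor; inhibitors lower millipolarization by displacing the labeled peptide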
Target sequence (Q07817 whole entry, looked up): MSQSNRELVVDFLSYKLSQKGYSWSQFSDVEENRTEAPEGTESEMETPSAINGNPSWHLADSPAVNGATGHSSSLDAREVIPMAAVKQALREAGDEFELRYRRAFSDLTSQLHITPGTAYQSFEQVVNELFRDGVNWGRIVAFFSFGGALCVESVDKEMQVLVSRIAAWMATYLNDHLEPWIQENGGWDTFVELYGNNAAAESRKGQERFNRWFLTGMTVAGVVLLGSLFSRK
* marks the source's active call; other numbers are inactive results; ? = inconclusive; . = not tested or not shown; [ ] = remark or other dose. Random draw from the library; 2.2% or so of the library scored in one or more.

Values run as follows: Fam108B inh, GRK2 aptamer HTS, VLA-4 inh, CIT2 TOR yeast, GLD-1 TGE inh, AGP1-GFP MLPCN, MCL1 BIM primary, MEX-5 binding, Bcl-xL primary
> Cc1noc(C)c1C(=O)OCC(=O)NCCc1ccccc1
  ., 0, 8, 92, 9, 97, -5, ., 3
> CC(C)CN1C(=O)c2ccc(C(=O)Nc3ccncc3)cc2C1=O
  2, 1, -4, 116, 5, 119, 7, -1.9, 10
> Oc1ccc(CN2CCN(c3ncccn3)CC2)cc1
  -3, 4, 3, 99, 8, 99, 2, -2.1, -2
> CC(C)n1cc(/C=C2/NC(=O)N(c3cccc(Cl)c3)C2=O)c2ccccc21
  -3, 0, 12, 100, -5, 100, 3, -8.5, -1
> COC(=O)C1CN(C(=O)COc2cc(C)c(Cl)c(C)c2)c2ccccc2O1 (centres undefined)
  -6, 0, 35, 100, 5, 102, -3, -1.2, -2
> CC1CCCN(C(=O)c2ccc(S(=O)(=O)N3CCC(c4nc5ccccc5s4)CC3)cc2)C1 (centres undefined)
  1, 1, 12, 101, -3, 101, 1, 1.1, 6
> COc1ccc(CCNC(=O)C(=O)N/N=C/c2cccs2)cc1OC
  -2, 0, 8, 107, 3, 95, 3, -1.7, 7
> COc1ccccc1N(CC(=O)Nc1ccccc1C(F)(F)F)S(=O)(=O)c1cccs1
  ., 0, 18, 91, 5, 93, ., ., .
> Cc1ccc(OCC(=O)Nc2ccccc2[N+](=O)[O-])c(Br)c1
  12, 3, 4, 82, -1, 95, 5, 1.3, 5
> Cc1ccnc(NC(=O)CNC(=O)C23CC4CC(CC(C4)C2)C3)c1
  -1, 3, 1, 112, 3, 103, 5, -0.8, 4
> O=c1[nH]c2ccccc2cc1CN(Cc1ccco1)S(=O)(=O)c1ccc(F)cc1
  -1, 4, -4, 107, -5, 107, -3, 2.1, 6
> O=C(Nc1ccc2oc(-c3ccncc3)nc2c1)c1ccc2c(c1)OCCO2
  -10, 1, 0, 92, -11, 97, -78, -1.1, -80
> CCN(Cc1ccccc1)C(=O)Cn1c(C(C)O)nc2ccccc21 (centres undefined)
  1, 0, 0, 109, 1, 108, 2, 2.3, 7
> CCC(C)NC(=O)/C=C/c1ccc(S(=O)(=O)NCc2ccco2)cc1 (centres undefined)
  10, 0, 8, 99, -5, 91, 2, -0.2, 3
> O=C(Nc1ccc(C(=O)N2CCOCC2)cc1)Nc1cccc2ccccc12
  -5, 0, 18, 90, 0, 98, -5, 1.7, 3
> CN(/N=C/c1ccc(Br)o1)C1=NS(=O)(=O)c2ccccc21
  0, 0, 5, 104, -4, 112, 3, -0.1, 14
> COc1cc(CCC(=O)NCCc2ccc(F)cc2)cc(OC)c1OC
  3, 0, 17, 99, 10, 98, -1, 2.8, 0
> O=C(COC(=O)c1ccccc1O)NCCC1=CCCCC1
  3, 0, 6, 86, -1, 103, -3, 1.0, -3
> Cc1nn(CCc2nn[nH]n2)c2nc(-c3ccccc3)cc(C(F)(F)F)c12
  3, 2, 7, 102, 3, 101, 5, -1.2, 6
> COc1ccc(C(=O)N2CC3(C)CC2CC(C)(C)C3)cc1OC (centres undefined)
  -2, 1, 1, 101, 6, 107, -2, -0.8, 6
> O=C(CSc1nnc(C2CC2)n1-c1ccccc1)N1CCCC1
  ., 3, 5, 100, -3, 101, ., ., .
> Cc1cc(NC(=O)c2ccc(Cl)cc2)c(C(C)C)cc1O
  3, 1, 4, 101, 10, 106, -2, 1.1, 0
> CCCc1cc(=O)[nH]c(SCc2ccc(F)cc2)n1
  -1, 2, 1, 97, 6, 102, 6, -0.9, -3
> CCOc1ccc(/C=C2/SC(=S)N(CCC(=O)Nc3ccc(C(=O)O)cc3)C2=O)cc1
  1, 18, -4, 107, 0, 116, 9, -1.0, 2
> COc1cc(/C=C2\SC(=S)N(CC(=O)O)C2=O)ccc1OC(=O)c1ccco1
  -49, 3, 0, 94, 0, 100, 5, 4.3, 10
> CCCN1Cc2cccc(C(=O)NCc3cccs3)c2C1=O
  2, 3, -19, 79, 8, 27, -6, 1.0, -1
> COc1ccc(C)cc1NC(=O)CSc1nnnn1C1CCCC1
  -2, 0, -3, 115, 6, 98, -1, 1.9, -2
> CN(C)S(=O)(=O)c1cccc(COC(=O)c2cnccn2)c1
  -1, 0, 20, 97, -3, 86, -9, -0.5, -11
> CCC(=O)Nc1ccc(C(=O)N/N=C/c2ccccc2[N+](=O)[O-])cc1
  -1, 0, 3, 95, 2, 100, -2, -1.3, 0
> O=C(CCCCCN1C(=O)c2ccccc2C1=O)Nc1ccc(C(=O)O)cc1
  -2, 2, -6, 101, -3, 94, 21, -1.7, 4
> CC1(C)CC(NC(=S)Nc2ccc([N+](=O)[O-])cc2)CC(C)(C)N1
  5, 0, 1, 107, -4, 103, 4, -1.0, 6
> COc1ccc(-c2csc(N(Cc3ccco3)C(=O)c3cccs3)n2)cc1
  -9, 0, -31, 88, -8, 99, -8, 1.1, -7
> CCOC(=O)C1CCN(C(=O)c2cc3c(ccc4ccccc43)o2)CC1
  4, 0, -2, 98, 0, 88, -5, 0.5, -2
> O=C(CCS(=O)(=O)c1cc2c(cc1Cl)NC(=O)CO2)NCc1ccc(F)cc1
  0, 0, 5, 113, 0, 106, 4, -0.1, 10
> O=C(Cn1c(=O)n(Cc2ccco2)c(=O)c2c3c(sc21)CCCCC3)c1ccccc1
  -12, 0, -2, 98, -11, 103, 43*, -1.3, 26
> COc1ccc(S(=O)(=O)N2CCCCC2)cc1-n1cnnn1
  0, 0, -5, 105, 2, 99, 8, -1.8, 5
> CC(C)NC(=O)N(C)C[C@H]1Oc2c(NS(=O)(=O)c3ccc(F)cc3)cccc2C(=O)N([C@H](C)CO)C[C@@H]1C
  ., 2, 5, 97, -3, 98, ., ., .
> CC1C(=O)C(C)C(c2ccc(O)cc2)NC1c1ccc(O)cc1 (centres undefined)
  -6, 0, -2, 96, 4, 93, -8, 0.3, -5
> CN(C)CCCN(C(=O)COc1ccc(Cl)cc1)c1nc2c(F)cccc2s1
  -1, 0, 2, 93, -3, 105, 0, 0.4, 2
> Cc1nnc(NC(=O)C2CCCN2C(=O)Nc2ccccc2)s1 (centres undefined)
  1, 0, -37, 101, -3, 99, 1, -3.1, 1

Next records
mol | Fam108B inh | GRK2 aptamer HTS | VLA-4 inh | CIT2 TOR yeast | GLD-1 TGE inh | AGP1-GFP MLPCN | MCL1 BIM primary | MEX-5 binding | Bcl-xL primary
COc1ccc(NC(=O)COc2ccc(N(C)S(=O)(=O)c3ccc(C)cc3)cc2)cc1 | 1 | 1 | -6 | ? | 7 | 22[may fluoresce violet] | 8 | -1.8 | 7
COc1ccc(C(CC(=O)NCC(OC)OC)NS(=O)(=O)c2ccc(Cl)cc2)cc1 (centres undefined) | -2 | 3 | 3 | 95 | 5 | 96 | -1 | 0.1 | 1
CCN(CC)CC(=O)NC1CC(C)(C)Cc2c1cnn2-c1ccc(F)cc1 (centres undefined) | -3 | 1 | 4 | 100 | 1 | 99 | 14 | 0.4 | 3
CCSc1nnc(NC(=O)c2ccc3nc[nH]c3c2)s1 | . | 0 | 6 | 101 | 0 | 108 | . | . | .
CCN(Cc1ccccc1)C(=O)c1ccc(CS(=O)c2ccccc2C)o1 (centres undefined) | 2 | 5 | 8 | 99 | 10 | 95 | 3 | 1.4 | -2
COc1ccccc1NC(=O)COC(=O)C1CC2C=CC1C2 (centres undefined) | -2 | 0 | 19 | 91 | 2 | 85 | -1 | 1.4 | -14
Cc1ccc2nc(/C(C#N)=C\c3cc(C)n(-c4cccc([N+](=O)[O-])c4)c3C)[nH]c2c1 | 9 | 0 | -3 | 100 | 3 | 97 | 8 | -0.2 | 5
COc1ccc2c(c1)C(=NNC(=O)c1ccccn1)c1cc(OC)ccc1-2 | 2 | 0 | -4 | 103 | -4 | 102 | 13 | -4.4 | -1
CCOC(=O)CSC1=C(C#N)C(c2ccc3c(c2)OCO3)CC(=O)N1 (centres undefined) | 2 | 0 | 5 | 86 | -1 | 106 | 6 | -1.3 | 2
O=C(NC1CCN(C(=O)Nc2cccc(F)c2)CC1)c1ccco1 | -1 | 2 | -2 | 98 | -10 | 96 | -7 | -0.7 | -4
COCCN1CN=C(Nc2nc3ccccc3s2)NC1 | 0 | 0 | 5 | 87 | -2 | 94 | -1 | 0.5 | 4
Cc1ccc(NC(=O)CCC(=O)Nc2nnc(C3CCCCC3)s2)cc1 | 6 | 0 | -9 | 106 | -7 | 105 | 0 | -1.0 | 3
O=C(CCCCCn1nnc2ccccc2c1=O)N[C@H](C(=O)O)c1ccccc1 | 1 | 0 | 5 | 93 | 4 | 106 | 2 | -5.6 | 6
O=C(C1CCCCN1S(=O)(=O)c1ccccc1)N1CCN(Cc2ccccc2)CC1 (centres undefined) | 4 | 1 | -2 | 99 | 8 | 95 | 2 | 1.2 | 2
CCn1c(SCC(=O)c2ccccc2)nnc1-c1ccoc1C | -3 | 0 | -4 | 103 | -10 | 99 | -4 | -2.7 | -7
CC(C)Cc1nc2oc3c(NCCCN4CCOCC4)ncnc3c2c2c1CCC2 | 3 | 5 | -3 | 104 | -1 | 102 | 0 | 1.7 | 1
COc1ccccc1C1N(c2ccc(F)cc2)C(=O)C2CCCN21 (centres undefined) | -2 | 0 | -1 | 107 | -8 | 101 | -3 | 1.3 | 4
COc1cccc(-c2nc3ccccc3c(=O)n2NC(=O)c2cccnc2Cl)c1 | -3 | 0 | 7 | 113 | 1 | 108 | 6 | 0.4 | 1
CC1=C(C(N)=O)C(c2cccc(O)c2)n2nc(CCCO)nc2N1 (centres undefined) | 5 | 2 | 21 | 83 | -2 | 86 | 10 | 1.4 | 0
Cc1ccc(CCNC(=O)C2CCN(S(=O)(=O)N3CCCC3)CC2)cc1 | 11 | 3 | -23 | 108 | 2 | 107 | 1 | 0.2 | 0

Filtered by structure, the compounds so far containing a COOH group
mol | Fam108B inh | GRK2 aptamer HTS | VLA-4 inh | CIT2 TOR yeast | GLD-1 TGE inh | AGP1-GFP MLPCN | MCL1 BIM primary | MEX-5 binding | Bcl-xL primary
CCOc1ccc(/C=C2/SC(=S)N(CCC(=O)Nc3ccc(C(=O)O)cc3)C2=O)cc1 | 1 | 18 | -4 | 107 | 0 | 116 | 9 | -1.0 | 2
COc1cc(/C=C2\SC(=S)N(CC(=O)O)C2=O)ccc1OC(=O)c1ccco1 | -49 | 3 | 0 | 94 | 0 | 100 | 5 | 4.3 | 10
O=C(CCCCCN1C(=O)c2ccccc2C1=O)Nc1ccc(C(=O)O)cc1 | -2 | 2 | -6 | 101 | -3 | 94 | 21 | -1.7 | 4
O=C(CCCCCn1nnc2ccccc2c1=O)N[C@H](C(=O)O)c1ccccc1 | 1 | 0 | 5 | 93 | 4 | 106 | 2 | -5.6 | 6
